Screening results (PubChem)
MOR-DOR ag – agonists of human mu-delta opioid receptor heterodimerization; P35372+P41143; cells, OPRM1-OPRD1 heterodimerization, luminescence; activation, % at 9.3 µM; 340,000 tested, 0.3% active; AID 504326; in the data active = activation above about 18%;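 also: 0% = vehicle-treated cells and 100% = reference agonist; values of inactives mirror those of a sister screen read the other way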
HTR5A ag – activates human HTR5A in OPRM1-OPRD1 agonist counter-screen | HTR5A agonist assay, luminescence, cell-based | activation, % at 9.3 µM | 340,000 tested, 0.61% active | AID 504692; in the data active = activation mostly above about 9.5%, no sharp cut-off; inactive = mostly below about 7.6%;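 also: 0% = cells with vehicle only and 100% = reference agonist; strong numbers were not always called active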
E coli growth – bacterial growth inhibition, counter-screen for AddAB inhibitors | E. coli V3065 growth, OD600 absorbance, 18 h | inhibition, % at 11.9 µM | 330,000 tested, 0.27% active | AID 449728;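 active = inhibition above the campaign's mean inhibition across all tested compounds plus 3 SD, cut at about 9.9% in these data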;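 also: uninfected addAB+ strain grown without phage in ampicillin broth; 0% = DMSO wells and 100% = ciprofloxacin 0.95 µg/ml wells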
HTR5A inv ctr – HTR5A inverse agonism, opioid heterodimer counter-screen. P47898. HTR5A cell line, luminescence. inhibition, % at 9.3 µM. 340,000 tested, 0.083% active; in the data active = inhibition mostly above about 23%, no sharp cut-off; inactive = mostly below about 18%;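 also: 0% = cells with DMSO and 100% = no-cell wells with DMSO; some compounds called inactive have numbers as strong as hits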
PKA-R1A act – PKA-R1A complex activation; P00514+P68181; PKA-R1A dissociation, Cy5-IP20 fluorescence polarization; scaled: DMSO 0%, 113 µM cGMP 100%; activation, % at 11.4 µM; 340,000 tested, 0.083% active; AID 504707;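 active = percent activation above the mean of all tested compounds plus 3 SD, cut at about 19% in these data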;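 also: higher means more PKAc released from R1A so a rise in polarization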
Mot1-301 SUMO – blocks SUMOylation pathway, rescuing yeast Mot1-301 growth. S. cerevisiae Mot1-301 growth rescue, ATP luminescence, 38.5C; percent above DMSO median, 100 means doubled. growth rescue, % at 18.8 µM. 320,000 tested, 1% active. AID 2716;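 active = every valid replicate shows activation above 250% relative to neutral control wells; inactive = the rest, any valid replicate at or below 250%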;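 also: OY570 slx delta 5 strain wells were the positive control but not used for scaling; some compounds called inactive have numbers as strong as hits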
PfHsp90 yeast 2 – reduces growth (ATP signal) of yeast expressing P. falciparum Hsp90 | S. cerevisiae expressing PfHsp90, BacTiter-Glo ATP, 48 h; yeast lacking PDR1 and PDR3 efflux regulators | 310,000 tested, 0.32% active | inhibition, % at 9.4 µM;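 active = every replicate shows inhibition above about 80%, whatever the replicate mean, limit read from the data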;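 also: 0% = DMSO neutral controls and 100% = 20 µM radicicol positive controls; yeast relying on Plasmodium falciparum Hsp90 in place of its own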
DSG3 Ab inh – blocks pemphigus antibody binding to human desmoglein-3; P32926; DSG3-coupled beads, scFv-anti-DSG3-GFP binding, flow cytometry; stronger effect = lower value; binding (percent of control), % at 10 µM; 310,000 tested, 0.48% active; AID 588358;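 active = binding more than 3 SD below its plate's average and above zero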;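 also: hits lower antibody fragment binding to DSG3; some compounds called inactive have numbers as strong as hits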
Target sequence (P32926 whole entry, looked up, the tested form may be a part): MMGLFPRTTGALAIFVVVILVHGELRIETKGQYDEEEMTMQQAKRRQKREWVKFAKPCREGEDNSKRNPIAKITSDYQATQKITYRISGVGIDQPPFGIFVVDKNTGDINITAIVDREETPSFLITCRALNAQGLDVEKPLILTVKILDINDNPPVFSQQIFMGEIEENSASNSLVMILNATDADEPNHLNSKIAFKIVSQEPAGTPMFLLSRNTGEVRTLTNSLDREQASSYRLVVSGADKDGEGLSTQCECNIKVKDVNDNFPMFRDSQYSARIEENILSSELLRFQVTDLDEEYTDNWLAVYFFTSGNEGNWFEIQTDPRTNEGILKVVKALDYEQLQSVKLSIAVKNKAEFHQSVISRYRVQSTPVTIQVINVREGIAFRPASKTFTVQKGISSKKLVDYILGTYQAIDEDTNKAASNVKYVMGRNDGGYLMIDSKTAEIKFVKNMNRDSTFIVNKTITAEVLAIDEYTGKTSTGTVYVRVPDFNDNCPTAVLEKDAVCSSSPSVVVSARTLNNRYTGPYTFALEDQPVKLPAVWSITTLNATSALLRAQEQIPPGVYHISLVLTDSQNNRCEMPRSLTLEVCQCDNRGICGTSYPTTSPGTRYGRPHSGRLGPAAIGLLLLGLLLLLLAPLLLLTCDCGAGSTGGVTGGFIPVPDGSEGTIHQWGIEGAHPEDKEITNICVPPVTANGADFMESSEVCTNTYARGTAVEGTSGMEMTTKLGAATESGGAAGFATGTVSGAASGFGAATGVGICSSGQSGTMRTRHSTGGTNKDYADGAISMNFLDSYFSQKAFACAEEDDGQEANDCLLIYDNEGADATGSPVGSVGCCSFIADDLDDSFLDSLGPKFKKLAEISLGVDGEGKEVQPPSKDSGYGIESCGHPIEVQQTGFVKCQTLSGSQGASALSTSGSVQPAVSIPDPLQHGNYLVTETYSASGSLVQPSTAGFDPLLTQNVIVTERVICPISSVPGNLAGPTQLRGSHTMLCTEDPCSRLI
AddAB inh – less growth of phage-infected E. coli with AddAB. E. coli expressing H. pylori AddAB, absorbance growth. inhibition, % at 11.9 µM. 330,000 tested, 0.29% active. AID 435030; in the data active = inhibition above about 12%;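 also: 0% = vehicle wells of infected cells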
phage Ecoli inh – E. coli growth loss with phage present. growth absorbance. inhibition, % at 11.9 µM. 360,000 tested, 0.26% active. AID 651602; in the data active = inhibition above about 11%
MOR-DOR inv ag – mu-delta opioid heterodimer inverse agonism; 340,000 tested, 0.21% active; cell-based MOR-DOR heterodimer luminescence; AID 504357; inhibition, % at 9.3 µM; P35372+P41143; in the data active = inhibition above about 22%, passing the limit was not always enough;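 also: 0% = cells with DMSO and 100% = wells without cells with DMSO; values of inactives mirror those of a sister screen read the other way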
* marks the source's active call; other numbers are inactive results.

A first look:
CCCn1c(SCC(=O)N2N=C3/C(=C/c4ccc(OC)cc4)CCCC3C2c2ccc(OC)cc2)n[nH]c1=O (stereo not given) was read as MOR-DOR ag 1.5, HTR5A ag 23*, E coli growth -0.2, HTR5A inv ctr -77, PKA-R1A act -10, Mot1-301 SUMO 13, PfHsp90 yeast 2 -10, DSG3 Ab inh 106, AddAB inh 5.2, phage Ecoli inh 4.7 and MOR-DOR inv ag -9.
For CCC(=O)N1N=C(c2cccs2)CC1c1ccco1 (stereo not given) the results were MOR-DOR ag -2.0, HTR5A ag 6, E coli growth -2.8, HTR5A inv ctr -16, PKA-R1A act 7, Mot1-301 SUMO -11, PfHsp90 yeast 2 -29, DSG3 Ab inh 97, AddAB inh 0.1, phage Ecoli inh 4.9 and MOR-DOR inv ag 10.

The listing, from the start:
CCCn1c(SCC(=O)N2N=C3/C(=C/c4ccc(OC)cc4)CCCC3C2c2ccc(OC)cc2)n[nH]c1=O (stereo not given) was read as MOR-DOR ag 1.5, HTR5A ag 23*, E coli growth -0.2, HTR5A inv ctr -77, PKA-R1A act -10, Mot1-301 SUMO 13, PfHsp90 yeast 2 -10, DSG3 Ab inh 106, AddAB inh 5.2, phage Ecoli inh 4.7 and MOR-DOR inv ag -9.
For CCC(=O)N1N=C(c2cccs2)CC1c1ccco1 (stereo not given) the results were MOR-DOR ag -2.0, HTR5A ag 6, E coli growth -2.8, HTR5A inv ctr -16, PKA-R1A act 7, Mot1-301 SUMO -11, PfHsp90 yeast 2 -29, DSG3 Ab inh 97, AddAB inh 0.1, phage Ecoli inh 4.9 and MOR-DOR inv ag 10.
For Cn1c(=O)c2sccc2n2c(CCCC(=O)NCCc3ccccc3)nnc12 the results were MOR-DOR ag -2.5, HTR5A ag 0, E coli growth 0.1, HTR5A inv ctr 10, PKA-R1A act -5, Mot1-301 SUMO 6, PfHsp90 yeast 2 -12, AddAB inh 3.7, phage Ecoli inh 0.6 and MOR-DOR inv ag 13.
Screening COc1ccc(N=C2C(=O)N3CCCc4cccc2c43)cc1 returned MOR-DOR ag -4.6, HTR5A ag 4, E coli growth -2.3, HTR5A inv ctr 27, PKA-R1A act -1, Mot1-301 SUMO -9, PfHsp90 yeast 2 10, AddAB inh -0.6, phage Ecoli inh 3.1 and MOR-DOR inv ag 22.
Screening Cc1ccc(NC(=O)N2CCCN(Cc3ccc(F)cc3)C2)cc1C returned MOR-DOR ag -2.3, HTR5A ag 0, E coli growth 1.3, HTR5A inv ctr -25, PKA-R1A act -9, PfHsp90 yeast 2 -8, DSG3 Ab inh 102, AddAB inh 2.7, phage Ecoli inh 4.2 and MOR-DOR inv ag 13.
Screening CCN(CCn1cccn1)Cc1nc(-c2ccc(C(=O)OC)cc2)no1 returned E coli growth -0.8, Mot1-301 SUMO -8, PfHsp90 yeast 2 22, AddAB inh -0.5 and phage Ecoli inh 1.2.
Screening Cn1cc(Br)c(C(=O)Nc2sc3c(c2C(N)=O)CCCC3)n1 returned MOR-DOR ag 2.8, HTR5A ag 8, E coli growth 1.4, HTR5A inv ctr -10, PKA-R1A act 10, Mot1-301 SUMO -1, PfHsp90 yeast 2 11, DSG3 Ab inh 113, AddAB inh -0.8, phage Ecoli inh -0.4 and MOR-DOR inv ag -23.
CCOC(=O)C(CC)(CC)C(=O)/C=C/c1ccc(OC)cc1 was read as MOR-DOR ag 3.8, HTR5A ag -1, E coli growth -1.6, HTR5A inv ctr -13, PKA-R1A act -5, Mot1-301 SUMO -4, PfHsp90 yeast 2 5, DSG3 Ab inh 111, AddAB inh 4.0, phage Ecoli inh 1.2 and MOR-DOR inv ag -20.
For COc1ccc(C(=O)NC(=S)Nc2ccc3c4c(cccc24)CC3)cc1OC the results were MOR-DOR ag 1.2, HTR5A ag 10, E coli growth -1.2, HTR5A inv ctr -34, PKA-R1A act -1, Mot1-301 SUMO -2, PfHsp90 yeast 2 11, DSG3 Ab inh 101, AddAB inh -2.0, phage Ecoli inh 4.3 and MOR-DOR inv ag -6.
For CC(=O)Nc1sc(C)c(C)c1C(=O)OCC(=O)N(CCC#N)c1cc(C)cc(C)c1 the results were MOR-DOR ag 0.6, HTR5A ag -1, HTR5A inv ctr -4, PKA-R1A act -2, DSG3 Ab inh 103, phage Ecoli inh -1.0 and MOR-DOR inv ag -4.
Screening Cc1nc(N)sc1C(=O)OCC(C)C returned MOR-DOR ag 0.9, HTR5A ag 5, E coli growth -0.2, HTR5A inv ctr -14, PKA-R1A act -21, Mot1-301 SUMO -5, PfHsp90 yeast 2 -3, DSG3 Ab inh 96, AddAB inh 0.7, phage Ecoli inh 0.8 and MOR-DOR inv ag -4.
`O=C(OCC(=O)N1CCN(C(=O)c2ccco2)CC1)c1cccc(O)c1` gave MOR-DOR ag -6.1, HTR5A ag 4, E coli growth -0.2, HTR5A inv ctr 12, PKA-R1A act -4, Mot1-301 SUMO 8, PfHsp90 yeast 2 18, DSG3 Ab inh 108, AddAB inh 0.9, phage Ecoli inh 0.6 and MOR-DOR inv ag 20.
Clc1ccc(SCc2cc(-c3ccccc3)no2)cc1 was read as MOR-DOR ag 2.4, HTR5A ag -1, E coli growth -0.9, HTR5A inv ctr 3, PKA-R1A act -14, Mot1-301 SUMO -2, PfHsp90 yeast 2 8, AddAB inh 4.7, phage Ecoli inh 0.2 and MOR-DOR inv ag -10.
Cn1cccc1/C=N/n1cnnc1 was read as MOR-DOR ag -3.1, HTR5A ag -6, E coli growth 0.4, HTR5A inv ctr 15, PKA-R1A act -3, Mot1-301 SUMO 0, PfHsp90 yeast 2 25, DSG3 Ab inh 100, AddAB inh -0.9, phage Ecoli inh 2.7 and MOR-DOR inv ag 16.
`C#CCSc1nnc(-c2ccc([N+](=O)[O-])cc2)o1` gave MOR-DOR ag 4.3, HTR5A ag 5, E coli growth 2.0, HTR5A inv ctr -1, PKA-R1A act -11, Mot1-301 SUMO -5, PfHsp90 yeast 2 3, DSG3 Ab inh 104, AddAB inh 1.9, phage Ecoli inh 3.4 and MOR-DOR inv ag -30.
CC(C)NS(=O)(=O)c1ccc2c(c1)oc(=O)n2C was read as MOR-DOR ag -2.6, HTR5A ag -1, E coli growth 0.9, HTR5A inv ctr 4, PKA-R1A act 2, Mot1-301 SUMO -17, PfHsp90 yeast 2 -24, DSG3 Ab inh 110, AddAB inh 3.5, phage Ecoli inh 0.8 and MOR-DOR inv ag 13.
For COC(=O)c1c(-c2ccc3ccccc3c2)csc1NC(=O)Cc1ccc(OC)c(OC)c1 the results were MOR-DOR ag 1.6, HTR5A ag 1, E coli growth 1.7, HTR5A inv ctr 4, PKA-R1A act -2, Mot1-301 SUMO -6, PfHsp90 yeast 2 -2, AddAB inh 1.7, phage Ecoli inh 1.2 and MOR-DOR inv ag -7.
`CCC(=NC(CC)CO)C1=C(O)CC(C)(C)CC1=O` (stereo not given) gave MOR-DOR ag -0.8, HTR5A ag -1, E coli growth 2.1, HTR5A inv ctr 7, PKA-R1A act -4, Mot1-301 SUMO -1, PfHsp90 yeast 2 -14, DSG3 Ab inh 98, AddAB inh 2.8, phage Ecoli inh -0.6 and MOR-DOR inv ag 4.
Screening Cc1ccc2nc(C)c(C(=O)O)cc2c1 returned MOR-DOR ag -0.9, HTR5A ag 6, E coli growth 1.0, HTR5A inv ctr -18, PKA-R1A act 11, Mot1-301 SUMO 107, PfHsp90 yeast 2 0, DSG3 Ab inh 90, AddAB inh 5.8, phage Ecoli inh 3.8 and MOR-DOR inv ag 5.
COc1ccc(S(=O)(=O)NC(C)c2ccccc2)cc1C(=O)N1CCCCC1 (stereo not given) was read as MOR-DOR ag -1.9, HTR5A ag -2, E coli growth 0.9, HTR5A inv ctr 6, PKA-R1A act 7, Mot1-301 SUMO -11, PfHsp90 yeast 2 4, DSG3 Ab inh 105, AddAB inh 1.2, phage Ecoli inh 1.6 and MOR-DOR inv ag 10.
`Cc1ccc(-n2c(SCC(=O)NCc3ccco3)nc3sc4c(c3c2=O)CC(C)(C)SC4)cc1` gave MOR-DOR ag -2.3, HTR5A ag 0, E coli growth -2.2, HTR5A inv ctr -24, PKA-R1A act -6, Mot1-301 SUMO -21, PfHsp90 yeast 2 -7, DSG3 Ab inh 99, AddAB inh 2.1, phage Ecoli inh 0.5 and MOR-DOR inv ag 13.
`O=C(Cc1c(F)cccc1Cl)N/N=C/c1cccs1` gave MOR-DOR ag -4.3, HTR5A ag 1, E coli growth -1.5, HTR5A inv ctr -4, PKA-R1A act -4, Mot1-301 SUMO 24, PfHsp90 yeast 2 -2, DSG3 Ab inh 101, AddAB inh 2.9, phage Ecoli inh 3.2 and MOR-DOR inv ag 22.
`Cc1cc(C(=O)N2CCN(c3ncccn3)CC2)c(C)o1` gave MOR-DOR ag -0.6, HTR5A ag 1, E coli growth 1.3, HTR5A inv ctr 16, PKA-R1A act -2, Mot1-301 SUMO -22, PfHsp90 yeast 2 -8, DSG3 Ab inh 105, AddAB inh 0.3, phage Ecoli inh 1.7 and MOR-DOR inv ag 3.
Cc1cnn(CCC(=O)NNC(=S)NCC(C)C)c1 was read as MOR-DOR ag -3.2, HTR5A ag -3, E coli growth -0.9, HTR5A inv ctr 18, PKA-R1A act -3, Mot1-301 SUMO 22, PfHsp90 yeast 2 -3, AddAB inh 3.2, phage Ecoli inh -1.9 and MOR-DOR inv ag 17.
Screening Cc1nn(Cc2ccc(Cl)cc2)c(C)c1NC(=O)Cn1nc([N+](=O)[O-])c(Cl)c1C returned MOR-DOR ag -2.6, HTR5A ag 4, E coli growth 0.0, HTR5A inv ctr -4, PKA-R1A act 5, Mot1-301 SUMO 7, PfHsp90 yeast 2 -55, AddAB inh 1.6, phage Ecoli inh -0.9 and MOR-DOR inv ag 11.
O=C1CS/C(=N/N=C/c2cccs2)N1 was read as MOR-DOR ag -2.5, HTR5A ag -1, E coli growth 0.0, HTR5A inv ctr 2, PKA-R1A act -9, Mot1-301 SUMO 706, PfHsp90 yeast 2 3, DSG3 Ab inh 102, AddAB inh 3.4, phage Ecoli inh 1.7 and MOR-DOR inv ag 14.
`COc1cc(C(=O)NCCOc2cc(C)ccc2C(C)C)cc(OC)c1OC` gave MOR-DOR ag 2.2, HTR5A ag 4, E coli growth 0.1, HTR5A inv ctr -16, PKA-R1A act -8, Mot1-301 SUMO 6, PfHsp90 yeast 2 2, DSG3 Ab inh 92, AddAB inh -2.5, phage Ecoli inh 1.5 and MOR-DOR inv ag -10.
`COc1ccc(CN2CCN(C(=O)CCC(=O)Nc3nnc(C(F)(F)F)s3)CC2)cc1F` gave MOR-DOR ag 4.9, HTR5A ag 4, E coli growth -0.9, HTR5A inv ctr 9, PKA-R1A act 2, Mot1-301 SUMO -4, PfHsp90 yeast 2 -2, AddAB inh 1.3, phage Ecoli inh -0.2 and MOR-DOR inv ag -25.
For COC(=O)c1ccc(COc2ccc3c(c2)CCC3)o1 the results were MOR-DOR ag 1.4, HTR5A ag 6, E coli growth -1.7, HTR5A inv ctr -10, PKA-R1A act -11, Mot1-301 SUMO 28, PfHsp90 yeast 2 -2, AddAB inh -1.6, phage Ecoli inh 3.6 and MOR-DOR inv ag -7.

Not a hit list; any-hit rate near 3.2%.
